# From PubChem BioAssay
# Rac1 act GTP bind: human Rac1 activated mutant GTP binding change | percent activity (GTP binding), % at 10 µM | AID 764 | 190,000 tested, 0.11% active | GST-Rac1 activated beads, fluorescent GTP binding, flow cytometry; actives lie on both sides; 100% means binding = to untreated wells;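 active means GTP binding at least 20 percentage points away from the 100% baseline, in either direction, so actives lie on both sides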
# Avidin bead fluor: avidin bead compound fluorescence profile. fluorescence (KMESF) at 10 µM. 220,000 tested, 0.38% active. Avidin beads, compound fluorescence 488/530 nm, flow cytometry; active compounds read high; in the data active means fluorescence above about 47; further: inactives centre near 10
# ABCB1 block: human ABCB1 inhibition, ABCG2 as counter-screen. 190,000 tested, 0.067% active. P08183. AID 1326. inhibition, % at 6.6 µM. CCRF-Adr cells, JC-1 efflux, flow cytometry; in the data active means inhibition above about 40%;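 further: 0% = vehicle and 100% = reference inhibitor; higher value means more JC-1 retained so stronger ABCB1 efflux block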
# Rab2 wt GTP: changes GTP binding to wildtype dog Rab2A, up or down | 190,000 tested, 0.19% active | GTP binding activity, % at 10 µM | P61105 | GST-Rab2 wt beads, Bodipy-GTP binding, flow cytometry;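 active means GTP binding activity at least 20 points away from 100%, either lowered or raised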;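 further: 0% = beads with excess unlabeled GTP and 100% = no-compound control corrected for plate trend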
# Rab7 wt modul: dog Rab7 wildtype GTP binding, inhibitors and activators. GST-Rab7 beads, fluorescent GTP binding, flow cytometry; actives lie on both sides; untreated = 100%, excess cold GTP = 0%. GTP binding activity (percent of control), % at 10 µM. 190,000 tested, 0.055% active. AID 758;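 active means fluorescent GTP binding to Rab7 beads changed by at least 20 points from the 100% baseline, either direction, mostly lower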;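 further: median green fluorescence of bound Bodipy-FL-GTP per Rab7 bead population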
# Mcl1 Noxa PPI: disrupts binding of human Mcl-1 to Noxa peptide. TR-FRET Mcl-1/Noxa peptide binding, 2 h. inhibition, % at 21.7 µM. AID 1022. 220,000 tested, 1.5% active. Q07820;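 active means compounds that cut the protein-peptide binding signal by more than 50% relative to plate controls in a single-dose test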;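 further: His-tagged Mcl-1 with rhodamine Noxa BH3 peptide and terbium anti-His antibody; 0% = Mcl-1 plus Noxa peptide wells and 100% = peptide-only wells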
# Pf gamet viab: kills late stage P. falciparum gametocytes; P. falciparum stage V gametocytes, ATP luminescence, 24 h; inhibition, % at 10.9 µM; 150,000 tested, 0.065% active;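 active means inhibition above the mean plus 3 SD of compounds within the control limits, set per campaign, cut at about 38% in these data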;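 further: 0% = DMSO wells and 100% = medium only without gametocytes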
# HRas wt GTP: modulators of GTP binding to human HRas wildtype; P01112; GST-Ras wt beads, Bodipy-FL-GTP binding, flow cytometry; actives lie on both sides; GTP binding activity, % at 10 µM; 190,000 tested, 0.14% active;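 active means GTP binding activity at least 20% away from the 100% baseline, either lowered as inhibitor or raised as activator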;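 further: 0% = unlabeled GTP competition control and 100% = no-compound control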
# ABCG2 inh: blocks JC-1 efflux by human ABCG2 transporter; Q9UNQ0; 190,000 tested, 0.1% active; IgMXP3 cells, flow cytometry; inhibition, % at 6.6 µM;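 active means inhibition above 80%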;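 further: 0% = DMSO and 100% = nicardipine control wells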
#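 Assay system – ABCG2 IgMXP3 and barcoded ABCB1 CCRF-Adr cell mix · Input – 3 million cells/mL in well · Reagent – JC-1 fluorescent substrate · Compound – single test compound dose, 6.6 µM final · Timing – 10 min exposure at 25 °C with rotation, no wash · Detection – flow cytometry of retained JC-1 fluorescence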
# Cdc42 wt: human Cdc42 wildtype GTP binding change, either direction; GST-Cdc42 beads, Bodipy-GTP binding, flow cytometry; actives lie on both sides; percent activity (GTP binding), % at 10 µM; AID 761; 190,000 tested, 0.2% active; P60953;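 active means percent activity GTP binding at least 20 points away from the 100% baseline, either down as inhibitor or up as activator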;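 further: median bead fluorescence of bound Bodipy-FL-GTP at 100 nM; 0% = excess unlabeled GTP control and 100% = no compound control; below 100% means less GTP binding so inhibitor and above means activator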
# Rac1 wt modul: human Rac1 wildtype GTP binding, inhibitors and activators; GST-Rac1 beads, fluorescent GTP binding, flow cytometry; actives lie on both sides; 0 = cold GTP competed, 100 = untreated; GTP binding activity (% of control), % at 10 µM; 190,000 tested, 0.27% active; AID 757;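 active means GTP binding activity at least 20 points away from the 100% control level, either lower or higher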
# Active calls of the source: *; / = not tested or not shown; & = joins results of further samples. An unsorted share of the library, and some 2.3% of all compounds hit somewhere here.
nr	SMILES	Rac1 act GTP bind	Avidin bead fluor	ABCB1 block	Rab2 wt GTP	Rab7 wt modul	Mcl1 Noxa PPI	Pf gamet viab	HRas wt GTP	ABCG2 inh	Cdc42 wt	Rac1 wt modul
1	OC1CNCc2cc3c(cc21)OCCO3 (stereo not given)	100	13	28	102	99	16	/	99	0	102	105
2	O=C(CSc1nnc(-c2ccncc2)n1CC1CCCO1)Nc1cccc(O)c1 (stereo not given)	101	11	0.5	101	105	-1	-4	104	2	105	106
3	Cc1ccc(C(=O)Nc2ccc(F)cc2)o1	99	5	0.1	102	102	7	/	101	0	101	101
4	CC(C)C(NC(=O)c1ccccc1Br)c1ccccc1 (stereo not given)	95	8	1.0	95	96	1	-13	94	4	99	98
5	CCOc1ccc(C(=O)Nc2ccccc2NC(C)=O)cc1OCC	93	11	1.5	97	95	12	/	96	14	97	96
6	CCN(C(C)=O)c1nnc(CSc2nc3ccccc3s2)s1	98	31	2.4	101	102	13	/	101	20	103	108
7	CCCCNC(=O)CNC(=S)N(CCCN1CCOCC1)Cc1cccs1	103	11	0.1	103	100	15	-2	102	0	102	104
8	Fc1ccc(C(c2nnnn2Cc2cccs2)N2CCN(C3CCCC3)CC2)cc1 (stereo not given)	102	25	4.1	101	100	17	/	100	23	104	106
9	O=C(COc1ccc(Br)cc1)Nc1ccccc1N1CCCC1	94	9	0.3	96	101	-4	-3	95	3	94	100
10	O=C(O)c1cc(-c2ccccc2)nc2ccccc12	95	10	-0.3	98	92	13&-2	/	96	0	96	99

# Looked up by compound from the list above:
nr	SMILES	Rac1 act GTP bind	Avidin bead fluor	ABCB1 block	Rab2 wt GTP	Rab7 wt modul	Mcl1 Noxa PPI	Pf gamet viab	HRas wt GTP	ABCG2 inh	Cdc42 wt	Rac1 wt modul
9	O=C(COc1ccc(Br)cc1)Nc1ccccc1N1CCCC1	94	9	0.3	96	101	-4	-3	95	3	94	100
1	OC1CNCc2cc3c(cc21)OCCO3 (stereo not given)	100	13	28	102	99	16	/	99	0	102	105
4	CC(C)C(NC(=O)c1ccccc1Br)c1ccccc1 (stereo not given)	95	8	1.0	95	96	1	-13	94	4	99	98
10	O=C(O)c1cc(-c2ccccc2)nc2ccccc12	95	10	-0.3	98	92	13&-2	/	96	0	96	99

# Continuation:
nr	SMILES	Rac1 act GTP bind	Avidin bead fluor	ABCB1 block	Rab2 wt GTP	Rab7 wt modul	Mcl1 Noxa PPI	Pf gamet viab	HRas wt GTP	ABCG2 inh	Cdc42 wt	Rac1 wt modul
11	O=C(CN(Cc1ccco1)S(=O)(=O)c1ccccc1)N/N=C/c1cccc(O)c1	99	13	-0.3	97	99	2	15	98	16	100	99
12	COc1ccc(O)c(N)c1	98	5	-0.4	99	103	89*	/	101	-1	98	102
13	Cc1ccc(C)c(OCCn2cc(/C=C(/C#N)C(=O)NCC3CCCO3)c3ccccc32)c1 (stereo not given)	99	17	15	98	99	7	/	97	33	93	102
14	CC(=O)Nc1ccc(SCC(=O)Nc2cc(C(C)(C)C)nn2-c2ccccc2)cc1	100	7	0.9	96	103	4	-3	97	2	96	101
15	CC(C(=O)O)n1nc2ccccc2n1 (stereo not given)	94	12	0.0	97	99	26	/	97	2	96	97
16	COc1ccc(NC(=O)Cc2ccc(Cl)cc2Cl)cn1	94	11	0.7	97	99	-3	17	94	9	91	93
17	CN1CCN(C(=O)c2cc3sccc3n2CC(=O)c2ccccc2)CC1	103	9	0.7	102	105	15	/	103	2	101	111
18	CCn1c(CSc2nc3ccccc3[nH]2)nc2cc(C(=O)O)ccc21	101	9	-0.1	101	99	15	/	101	-1	102	107
19	CN(C(=O)C1CCN(S(=O)(=O)c2cccs2)CC1)C1CCCCC1	100	7	0.2	105	99	5	6	106	0	107	103
20	Nc1nc(SCC(=O)N2N=C3/C(=C/c4ccco4)CCCC3C2c2ccco2)n[nH]1 (stereo not given)	98	15	0.2	99	101	45	-15	102	8	102	107

# Single records (already shown):
# `O=C(CN(Cc1ccco1)S(=O)(=O)c1ccccc1)N/N=C/c1cccc(O)c1` as listed: Rac1 act GTP bind: 99; Avidin bead fluor: 13; ABCB1 block: -0.3; Rab2 wt GTP: 97; Rab7 wt modul: 99; Mcl1 Noxa PPI: 2; Pf gamet viab: 15; HRas wt GTP: 98; ABCG2 inh: 16; Cdc42 wt: 100; Rac1 wt modul: 99
# `Cc1ccc(C)c(OCCn2cc(/C=C(/C#N)C(=O)NCC3CCCO3)c3ccccc32)c1` (stereo not given) as listed: Rac1 act GTP bind: 99; Avidin bead fluor: 17; ABCB1 block: 15; Rab2 wt GTP: 98; Rab7 wt modul: 99; Mcl1 Noxa PPI: 7; Pf gamet viab: /; HRas wt GTP: 97; ABCG2 inh: 33; Cdc42 wt: 93; Rac1 wt modul: 102

# Next part
nr	SMILES	Rac1 act GTP bind	Avidin bead fluor	ABCB1 block	Rab2 wt GTP	Rab7 wt modul	Mcl1 Noxa PPI	Pf gamet viab	HRas wt GTP	ABCG2 inh	Cdc42 wt	Rac1 wt modul
21	O=C(CN1CCN(c2ccccc2F)CC1)NC(=O)NCc1ccco1	100	8	0.2	103	107	26	-15	104	2	103	108
22	CC(C)Cc1[nH]c(=O)c(C#N)c2c1COC(C)(C)C2	98	27	0.1	99	98	-3	/	101	2	103	102
23	CCOC(=O)CSc1nnc(-c2ccccc2)o1	98	21	0.3	100	100	1	/	97	2	100	102
24	CC(=O)c1c(C)[nH]c(C(=O)NCc2ccccc2Cl)c1C	100	21	0.5	101	101	7	-13	102	3	100	105
25	CCC(C)NC(=O)CS(=O)Cc1nc(-c2cccc(OC)c2)oc1C (stereo not given)	96	9	0.4	96	99	-20	/	96	1	95	101
26	O=C(NCCc1ccccc1)C(=S)N1CCCCC1	96	9	-0.5	95	99	3	-4	95	-4	101	97
27	COc1cc(NC(=O)C2CCCN(c3ncccn3)C2)cc(OC)c1 (stereo not given)	97	7	0.4	100	102	-9	/	100	1	100	107
28	Cc1ccc(NCc2n[nH]c(=S)n2-c2ccccc2)cc1Cl	95	10	-0.9	101	103	14	/	99	-1	98	98
29	Cc1c(Cl)c(=O)oc2cc(OC(C)C)ccc12	100	14	0.5	100	100	11	-3	100	16	100	101
30	COCc1c(C(=O)OCC(=O)NCCN2C(=O)CSC2=O)oc2ccccc12	100	1	-0.7	100	101	14	/	103	3	103	103
31	CCn1nnnc1NC(=O)c1cccc(OC)c1	99	11	0.2	102	102	6	-3	99	0	99	98
32	CCCn1c(/C=C/c2ccccc2)nc2ccccc21	102	16	0.9	103	102	5	/	103	25	106	106
33	CC(=O)N(Cc1cc(=O)[nH]c2ccccc12)c1cccc(C)c1	93	26	0.4	90	92	7	/	92	3	90	96
34	Cc1cc(C(=O)N2CCN(C(c3ccccc3)c3ccccc3)CC2)no1	99	52*	1.5	101	100	-4	/	102	6	103	101
35	COc1ccc(CCNC(=O)CCCCCN2C(=O)c3ccccc3C2=O)cc1OC	100	6	0.0	99	101	21	-5	97	2	99	101
36	C[C@@H]1CC[C@]2(O[C@@H](CCO)C[C@H](O)[C@H]2O)O1	102	7	1.2	103	95	18	/	103	5	106	107
37	O=C(CSc1nnc(Cn2nnc3ccccc32)o1)N(Cc1ccc(F)cc1)c1ccccc1	99	12	8.3	99	102	6	/	101	23	99	104
38	Cc1nn(-c2ccc(Cl)c(Cl)c2)c(=O)c2ccccc12	98	10	0.8	98	97	-16	/	99	12	103	100
39	O=C(Cn1c(=O)[nH]c2ccccc2c1=O)N1CCN(c2cccc(Cl)c2)CC1	95	27	0.1	95	93	0	14	95	0	97	97
40	O=C(CCN1C(=O)C2C3C=CC(C3)C2C1=O)Nc1ccccc1F (stereo not given)	100	4	0.5	100	101	9	-35	99	1	101	106
41	Cc1cc(Nc2nc(Cl)c(Cl)cc2Cl)n(-c2ccccc2)n1	101	5	0.7	101	104	-1	/	102	21	102	102
42	COc1cccc(-n2nnc3c(=O)n(Cc4ccccc4F)cnc32)c1	96	16	-2.3	98	94	7	/	95	28	98	101
43	Cc1ccc(NCC(=O)N/N=C/c2cccc(Oc3ccccc3)c2)cc1	98	10	-0.1	99	101	-8	/	99	3	100	105
44	Nc1nncn1C(=O)CCCOc1ccc(Cl)cc1Cl	96	8	0.0	95	98	6	7	97	1	94	99
45	Cc1ccccc1CNc1nnnn1C	99	9	0.0	99	98	9	29	99	4	104	99
46	CN(C)CCOc1ccccc1-c1ccccc1	98	10	0.5	100	100	26	/	99	1	101	100
47	O=C(COc1ccc(Br)cc1Br)NC(=O)NC1CCCC1	96	9	3.0	98	102	17	/	96	25	93	96
48	O=c1cc(-c2ccccc2Cl)oc2cc(O)cc(O)c12	96	10	0.9	101	101	31	-2	102	17	104	104
49	CCN(CC)S(=O)(=O)c1ccc(NS(=O)(=O)c2ccc(F)cc2)cc1	101	9	-0.3	102	102	25	3	104	-1	104	104
50	COc1ccc(CC(=O)N(c2ccccc2)c2nc(C)cs2)cc1	97	22	6.8	98	99	4	-7	99	7	98	103
51	O=C(Cn1nnc(-c2cccs2)n1)N1CCOCC1	95	8	-0.3	99	109	-1	-6	95	-4	99	101
52	COc1ccc(N2CC(C(=O)N/N=C/c3ccc([N+](=O)[O-])cc3)CC2=O)cc1 (stereo not given)	95	9	0.3	99	103	10	7	98	5	103	96
53	N#C/C(=C/c1ccc(OCc2ccccc2)cc1)C(=O)NC1CCCCC1	98	10	0.3	99	99	4	/	98	3	97	99
54	Clc1cc(Br)ccc1OCCOCCOc1cccc2cccnc12	100	8	0.4	101	101	22	-5	102	7	102	103
55	COc1cc(C(=O)Nc2ccc(N3CCOCC3)cc2)ccc1OCc1c(C)noc1C	97	12	0.0	98	95	31	/	97	0	97	96
56	O=C(OC1Cn2c(=O)ccc(=O)n2C1)c1ccc([N+](=O)[O-])cc1	98	6	0.9	95	94	6	-1	96	9	100	102
57	COCCNc1nc(-n2nc(C)cc2C)nc2sc3c(c12)CCCC3	102	38	2.0	101	104	-5	-5	104	6	103	104
58	Clc1cc(Br)ccc1OCCCNCc1ccccc1	100	18	6.7	100	101	33	/	101	16	102	106
59	CN(C)S(=O)(=O)c1ccc(C(=O)OCCn2cnc3c2c(=O)n(C)c(=O)n3C)cc1	96	13	1.3	97	97	2	21	97	15	98	100
